# VLA-4 inh – inhibition in a human VLA-4 binding assay; P13612; VLA-4 expressing cells, ligand binding flow cytometry; inhibition, % (about 7 µM as worked out from the volumes in the protocol); 330,000 tested, 0.2% active; in the data active = inhibition above about 50%
# Target sequence (P13612 whole entry, looked up): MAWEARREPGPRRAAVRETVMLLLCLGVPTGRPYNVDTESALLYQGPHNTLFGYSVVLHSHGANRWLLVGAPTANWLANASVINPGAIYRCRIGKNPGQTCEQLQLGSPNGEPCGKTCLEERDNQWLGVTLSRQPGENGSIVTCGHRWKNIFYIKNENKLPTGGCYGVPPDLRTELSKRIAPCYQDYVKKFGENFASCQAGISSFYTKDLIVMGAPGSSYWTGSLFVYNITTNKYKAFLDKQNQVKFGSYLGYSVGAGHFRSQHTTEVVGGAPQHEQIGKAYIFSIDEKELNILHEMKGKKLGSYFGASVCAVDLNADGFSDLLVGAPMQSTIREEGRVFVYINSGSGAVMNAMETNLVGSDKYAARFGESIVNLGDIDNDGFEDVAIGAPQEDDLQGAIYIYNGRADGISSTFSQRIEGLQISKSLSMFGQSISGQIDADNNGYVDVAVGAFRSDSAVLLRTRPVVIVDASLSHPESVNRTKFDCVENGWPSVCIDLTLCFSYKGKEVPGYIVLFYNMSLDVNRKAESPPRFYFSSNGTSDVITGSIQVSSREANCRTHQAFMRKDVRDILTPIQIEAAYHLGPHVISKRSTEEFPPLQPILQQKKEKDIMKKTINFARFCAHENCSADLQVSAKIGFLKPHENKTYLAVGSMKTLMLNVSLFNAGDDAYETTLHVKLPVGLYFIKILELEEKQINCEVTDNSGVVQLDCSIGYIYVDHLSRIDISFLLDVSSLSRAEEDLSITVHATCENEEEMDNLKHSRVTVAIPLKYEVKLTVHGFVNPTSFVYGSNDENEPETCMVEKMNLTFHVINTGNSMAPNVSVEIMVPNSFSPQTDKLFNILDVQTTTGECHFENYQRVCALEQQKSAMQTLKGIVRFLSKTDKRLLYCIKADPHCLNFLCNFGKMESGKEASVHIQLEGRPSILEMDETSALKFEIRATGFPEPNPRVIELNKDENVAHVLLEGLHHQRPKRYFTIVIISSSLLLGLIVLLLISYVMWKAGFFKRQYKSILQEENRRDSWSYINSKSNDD
# PP5 primary – inhibitors of human protein phosphatase 5 (PP5) | purified PP5c, OMFP substrate fluorescence | inhibition, % at 6.7 µM | AID 1987 | 320,000 tested, 0.18% active | P53041;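 active = inhibition above the campaign's mean inhibition across all tested compounds plus 3 SD, cut at about 9.5% in these data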;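 note: 0% = DMSO only and 100% = 100 µM cantharidin control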
# JMJD2C inh – human JMJD2C demethylase inhibition; Q9H3R0; GST-JMJD2C(1-420) H3K9me3 demethylation, DELFIA europium; inhibition, % at 2.35 µM; 330,000 tested, 0.069% active; AID 2099;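 active = more than half of a compound's replicate wells show inhibition beyond 50%, single wells judged on their own value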;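 note: signal counts dimethyl H3K9 product captured on neutravidin plate; 0% = median of DMSO wells and 100% = 0.3 times that DMSO median; strong numbers were not always called active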
# CTSL1 counter – cathepsin L1 inhibition, PFM18AAP counter-screen; AID 1906; recombinant F. hepatica cathepsin L1, Z-Leu-Arg-MCA fluorescence; 300,000 tested, 0.49% active; inhibition, % at 5.96 µM;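 active = inhibition above the mean of all tested compounds plus 3 SD, set per screening campaign, cut at about 17% in these data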;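 note: 0% = plate median of test compound wells and 100% = 1 µM Z-Phe-Ala-diazomethylketone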
# proCasp3 act – activates human procaspase-3; P42574; recombinant procaspase-3 D3A, Ac-DEVD-pNA absorbance 405 nm; activation, % at 8.5 µM; 330,000 tested, 0.11% active; AID 463141;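 active = activation above the mean of all tested compounds plus 3 SD, cut at about 21% in these data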;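 note: 0% = DMSO alone and 100% = DMSO wells spiked with extra 5 µM PC-3 D3A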
#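 Assay system – Procaspase-3 D3A mutant · Benchmarks – DMSO low control, extra-enzyme high control · Technique – 405 nm absorbance of p-nitroaniline, reads at 0 and 120 min · Doses – 8.5 µM nominal · Measure – % activation between DMSO and enzyme-spiked controls · Also added – Ac-DEVD-pNA chromogenic peptide substrate · Schedule – 1 h compound preincubation, 2 h substrate hydrolysis at 25 °C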
# proCasp7 act – activates human procaspase-7, counter-screen for procaspase-3 activators. 330,000 tested, 0.093% active. activation, % at 8.5 µM. P55210. recombinant procaspase-7, Ac-DEVD-pNA absorbance 405 nm; D23A/D198A/D206A triple mutant, cannot self-cleave; scale: DMSO 0, 5 µM enzyme 100. AID 463210;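 active = percent activation above the screen-wide mean plus 3 SD, cut at about 25% in these data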
#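 System: Uncleavable procaspase-7 mutant enzyme; Amount: 2 µM procaspase-7 mutant as dispensed; Schedule: 1 h compound preincubation, 2 h substrate cleavage, 25 °C; Measured by: 405 nm absorbance of p-nitroaniline; Evaluation: percent activation from buffer-corrected 0–120 min absorbance change; Control set: low DMSO alone, high DMSO plus 5 µM PC-7.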
# GRK2 aptamer HTS – human GRK2 inhibition via aptamer displacement | P25098 | bead flow cytometry, FAM-aptamer displacement from GRK2 | inhibition of aptamer binding, % at 10 µM | 330,000 tested, 0.59% active | AID 488847;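 active = inhibition of aptamer binding above 40%, roughly 3 SD of noise, on plates passing a quality check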;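 note: median bead fluorescence of bound FAM aptamer so fluorescent compounds give negative values; no value below 0 was filed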
# PP1 inh – counter-screen for PP5 inhibitors: inhibitors of human PP1-alpha | inhibition, % at 6.7 µM | 320,000 tested, 0.9% active | purified PP1alpha, OMFP fluorescence;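 active = inhibition above the mean inhibition of all tested compounds plus 3 SD, computed separately for each screening campaign, cut at about 15% in these data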
# core dimer inh – blocks dimerization of HCV core protein. TR-FRET GST/Flag-core106 dimerization, 1536-well. inhibition, % at 5 µM. 300,000 tested, 0.33% active;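 active = inhibition above the mean of all tested compounds plus 3 SD, set per screening campaign, cut at about 45% in these data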
#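 Assay system: Tagged HCV core106 pair (GST and Flag) | Buffer or medium: KF-containing HEPES buffer, pH 7.45, DTT, CHAPS, BSA | Also added: Eu donor and XL665 acceptor anti-tag antibodies | Dosing: One concentration, 5 µM, in 0.5% DMSO | Timing: 4 h at 22.5 °C | Technique: TR-FRET 671 and 617 nm emission | Repeats: Singlicate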
# Active calls of the source: *; . = no result given; & = joins results of further samples.
# The line under a structure holds: VLA-4 inh	PP5 primary	JMJD2C inh	CTSL1 counter	proCasp3 act	proCasp7 act	GRK2 aptamer HTS	PP1 inh	core dimer inh
- CCOC(=O)C1CCN(C(=O)C2CCCN(S(=O)(=O)c3ccc(OCC)c(Cl)c3)C2)CC1 (stereo not given)
 : -8	1.1	98	3	10	6	2	-6	0
- CCC(Sc1nc(C)cc(=O)[nH]1)C(=O)Nc1nnc(C)s1 (stereo not given)
 : 2	3.5	2	-2	1	-1	0	5	-7
- Cc1ccc(OCCC(=O)OC(C)C(=O)Nc2ccc(Cl)cn2)cc1 (stereo not given)
 : -4	-0.2	5	-32	-7	6	0	4	1
- CCN(CC)c1ccc(/C=N\NC(N)=O)cc1
 : 1	0.3	21	2	3	12	2	-1	-15
- CCN1CCCC1CNC(=O)c1cc2c(OC)cccc2[nH]1 (stereo not given)
 : 12	1.3	-3	3	1	2	0	-1	-3
- OCC1C2c3ccccc3C(c3ccccc32)C1CO (stereo not given)
 : 2	2.2	-5	4	-4	2	3	6	5
- Cn1cccc1C(=O)NC(=O)COC(=O)CCNS(=O)(=O)c1ccc(Cl)cc1
 : -3	.	5	.	4	4	0	.	.
- CCn1cc(C(=O)Nc2cccc(C)c2)c(=O)c2ccc(C)nc21
 : 3	2.3	10	-5	4	6	0	-2	-1
- C/C(=N/N=C/c1ccccc1O)c1ccccc1O
 : 7	0.7	13	6	-8	11	0	-1	14
- N#Cc1c(/N=C\c2ccc(O)c([N+](=O)[O-])c2)sc2c1CCCC2
 : -32	-0.1	10	3	-9	-11	9	3	8
- CC(=O)NCC(=O)NC(C(=O)Nc1ccc2c(c1)OCCO2)c1ccccc1 (stereo not given)
 : 10	0.0	2	0	5	8	0	0	-1
- Cc1ccccc1CN(c1ccc(C(=O)Nc2cccnc2)cc1)S(C)(=O)=O
 : 1	-1.3	-4	2	-9	6	0	-1	-5
- COc1cccc(-n2nnc(S(=O)(=O)c3ccc(C)cc3)c2N)c1
 : -1	-0.2	-3	0	7	7	0	0	5
- CC(=O)N1c2ccc(S(=O)(=O)N3CCCC(C(=O)NCc4ccc(Cl)cc4)C3)cc2CC1C (stereo not given)
 : 8	2.1	2	0	-2	2	0	-2	1
- CC(C)c1ccc(NC2CCCN(C(=O)c3ccccc3-c3ncc[nH]3)C2)cc1 (stereo not given)
 : 4	-1.6	0	1	11	2	4	-1	-5
- COC(=O)C1=C(C(=O)c2ccccc2)C(c2ccccc2)n2nnnc2N1 (stereo not given)
 : 1	3.8	9	1	-3	-5	0	-5	3
- CCOc1ccc(N(C(C)=O)C2C=CS(=O)(=O)C2)cc1 (stereo not given)
 : 14	0.5	4	0	0	3	0	-1	-3
- O=C(OCc1ccccc1Cl)c1cc([N+](=O)[O-])ccc1N1CCOCC1
 : -11	1.9	1	0	1	-8	4	2	5
- Fc1ccc(-c2cnc(-c3cccs3)o2)cc1
 : -7	4.2	-6	0	8	-4	0	0	-1
- C/C(Cl)=C\Cn1c(O)c(N=NC(N)=S)c2cc(Br)ccc21
 : 5	0.7	-19	3	-6	-24	0	8	10

# Structures from the list above that contain four or more nitrogen atoms, in the order listed:
# The line under a structure holds: VLA-4 inh	PP5 primary	JMJD2C inh	CTSL1 counter	proCasp3 act	proCasp7 act	GRK2 aptamer HTS	PP1 inh	core dimer inh
- CCC(Sc1nc(C)cc(=O)[nH]1)C(=O)Nc1nnc(C)s1 (stereo not given)
 : 2	3.5	2	-2	1	-1	0	5	-7
- CCN(CC)c1ccc(/C=N\NC(N)=O)cc1
 : 1	0.3	21	2	3	12	2	-1	-15
- COc1cccc(-n2nnc(S(=O)(=O)c3ccc(C)cc3)c2N)c1
 : -1	-0.2	-3	0	7	7	0	0	5
- CC(C)c1ccc(NC2CCCN(C(=O)c3ccccc3-c3ncc[nH]3)C2)cc1 (stereo not given)
 : 4	-1.6	0	1	11	2	4	-1	-5
- COC(=O)C1=C(C(=O)c2ccccc2)C(c2ccccc2)n2nnnc2N1 (stereo not given)
 : 1	3.8	9	1	-3	-5	0	-5	3
- C/C(Cl)=C\Cn1c(O)c(N=NC(N)=S)c2cc(Br)ccc21
 : 5	0.7	-19	3	-6	-24	0	8	10

# Full records from above.
# COC(=O)C1=C(C(=O)c2ccccc2)C(c2ccccc2)n2nnnc2N1 (stereo not given) reads VLA-4 inh: 1; PP5 primary: 3.8; JMJD2C inh: 9; CTSL1 counter: 1; proCasp3 act: -3; proCasp7 act: -5; GRK2 aptamer HTS: 0; PP1 inh: -5; core dimer inh: 3
# CCN(CC)c1ccc(/C=N\NC(N)=O)cc1 reads VLA-4 inh: 1; PP5 primary: 0.3; JMJD2C inh: 21; CTSL1 counter: 2; proCasp3 act: 3; proCasp7 act: 12; GRK2 aptamer HTS: 2; PP1 inh: -1; core dimer inh: -15

# The listing continues.
# The line under a structure holds: VLA-4 inh	PP5 primary	JMJD2C inh	CTSL1 counter	proCasp3 act	proCasp7 act	GRK2 aptamer HTS	PP1 inh	core dimer inh
- COc1ccc(CNC(=O)C/C(C)=N/NC(=O)COc2ccccc2)cc1
 : 7	-1.9	4	0	-3	-7	4	-5	1
- O=C(CNc1cccc(S(=O)(=O)N2CCCCC2)c1)Nc1ccccc1F
 : -2	1.3	2	3	-5	5	2	2	1
- Cc1ccc(Nc2cc(C)nc(NCc3ccccc3)n2)cc1
 : 11	4.8	0	-1	6	8	0	18*	-13
- O=[N+]([O-])c1ccc(OCCN2CCNCC2)cc1
 : -6	0.4	-6	-2	9	9	0	2	0
- CCOc1ccc(C2c3[nH]c4ccccc4c3CCN2CCCn2cccn2)cc1 (stereo not given)
 : 2	0.7	-3	-4	3	-8	0	1	2
- CCOC(=O)C1=C(C)NC(C)=C(C(=O)OCC)C1C(=O)OCC(N)=O
 : 7	-0.8	7	0	-8	9	1	1	-5
- COc1cc(-c2nnc(NC(=O)c3ccc(S(=O)(=O)N4CCOCC4)cc3)o2)cc(OC)c1OC
 : 9	-0.3	-1	-1	4	-7	0	0	7
- O=C(Nc1nnc(-c2ccc(F)cc2)s1)C1CCN(S(=O)(=O)c2ccc(Cl)cc2)CC1
 : -1	-2.4	-7	-1	5	0	2	-2	0
- COc1ccccc1NC(=O)c1sc2ncn(Cc3ccc(C)cc3)c(=O)c2c1C
 : 11	2.4	11	1	-1	7	0	0	-17
- O=C(N/N=C\c1cccc(OC(=O)c2ccco2)c1)c1ccc2c(c1)OCO2
 : -2	-5.5	-7	-12	2	-13	0	-7	-6
- O=C(CN(C(=O)c1nsc(Cl)c1Cl)c1ccc(F)cc1)NC1CCCC1
 : 16	1.3	13	2	11	0	0	0	3
- CC1(C)CC(C)(c2ccc(O)cc2O)N(c2cccc(Cl)c2)C(=S)N1 (stereo not given)
 : 15	1.4	-13	-2	-8	5	0	-2	0
- O=c1c2ccccc2nc(/C=C/c2ccc(Br)cc2)n1CCCO
 : 6	3.1	1	0	-5	14	2	0	-7
- O=C(CN(CCc1ccccc1)C(=O)CN1C(=O)COc2ccccc21)NCc1ccco1
 : 4	0.5	6&18	0	-1	4	0	-5	2
- CCOc1cc(N2CCOCC2)c(OCC)cc1NC(=O)CN1C(=O)NC2(CCCCCCC2)C1=O
 : -4	0.9	-12	-2	1	6	3	1	-1
- Oc1ccc(NC(=S)Nc2ccc(F)cc2)cc1
 : 6	2.0	1	0	-19	-34	3	-1	1
- C=CCNC(=O)NC(=O)COC(=O)COc1ccc(Br)cc1F
 : 15	-1.2	-13	-14	-3	-1	0	-1	-1
- Cc1ccc(OCC(=O)N(C)CC(=O)Nc2ccccc2Cl)c([N+](=O)[O-])n1
 : 6	0.3	-2	.	6	-8	1	6	.
- CN(C)/C=C(\C(=O)c1ccc(Cl)cc1)c1nnnn1-c1ccc(Cl)cc1
 : 2	1.6	2	-1	6	1	0	-3	-1
- CN(CC(=O)NC(=O)NC1CCCCC1)c1ccccc1
 : 4	2.6	2	.	6	6	0	-2	.

# (cont.)
# The line under a structure holds: VLA-4 inh	PP5 primary	JMJD2C inh	CTSL1 counter	proCasp3 act	proCasp7 act	GRK2 aptamer HTS	PP1 inh	core dimer inh
- O=C(CSc1ncn[nH]1)Nc1ccc2c(c1)OCCO2
 : -5	0.1	-2	-2	9	2	0	-1	-5
- Cc1cc(C)nc(SCC(=O)N(C)CC(=O)Nc2ccccc2Br)n1
 : 10	-1.5	-7	0	-1	6	0	-4	-1
- O=C(NCc1ccc(Cl)cc1)c1ncn[nH]1
 : -4	-1.0	-1	0	3	-1	4	-6	-4
- O=C(Nc1cccc(-c2cscn2)c1)C1CCN(Cc2ccc(CO)o2)CC1
 : -3	-0.7	8	5	-3	0	0	-4	-2
- COc1ccc(CN2CNc3nc4ccccc4n3C2)cc1
 : 2	0.7	4	-4	0	1	4	-18	-5
- O=C(Nc1cccc(C(F)(F)F)c1)c1ccc(N2CCNCC2)c([N+](=O)[O-])c1
 : 16	1.6	-8	3	-3	-7	0	0	-10
- COc1ccccc1OCCNC(=O)c1cccc(S(=O)(=O)N2CC(C)OC(C)C2)c1 (stereo not given)
 : 10	1.2	-1	-2	9	4	1	-5	2
- CCCCn1c(N)c(N(CC(C)C)C(=O)c2c(-c3ccccc3)noc2C)c(=O)[nH]c1=O
 : 14	-1.1	-2	.	6	5	0	-4	.
- Cc1ccc(OCC(O)Cn2c(NCCc3ccccc3)nc3c2c(=O)[nH]c(=O)n3C)cc1 (stereo not given)
 : -14	3.8	-20&1	-1	5	-1	1	5	7
- N#CCC(=O)Nc1ccc(C(=O)OCC(=O)N2CCN(C(=O)c3ccco3)CC2)cc1
 : 5	.	2	.	1	-8	0	.	.
- Cc1cccn2cc(-c3ccc(F)cc3)nc12
 : 12	3.9	8	0	3	-73	0	2	-1
- OC(COc1ccc2c(c1)CCC2)CN1CCN(c2cccc(Cl)c2)CC1 (stereo not given)
 : 8	4.2	5	2	5	4	0	5	-3
- CC(=O)c1ccc(-n2c(C)ccc2-c2ccccc2)cc1
 : -4	1.1	-4	1	-3	-1	3	1	5
- CCOc1ccc(-c2nnn(CC(=O)NCc3ccc(C)cc3)n2)cc1
 : 20	1.4	47	2	9	5	0	9	12
- COc1ccc(-n2nc(C(=O)O)c3ccccc3c2=O)c(OC)c1
 : -12	1.1	-2	-2	3	-1	0	-1	-4
- CCOc1cc(C(c2c(C)[nH][nH]c2=O)c2c(C)[nH][nH]c2=O)cc(Br)c1OC
 : 3	3.0	-9	0	-6	-11	2	-3	-1
- COc1ccccc1C(=O)NC(=O)CSc1cccc[n+]1[O-]
 : 11	-0.3	0	4	10	2	3	-1	5
